# Mito fusion yeast: blocks mitochondrial division or promotes mitochondrial fusion; Potency, µM (titrated, usually from 46.1 µM), for inactives: at the highest dose growth rescue (activation), most hits filed as activators; 0.23% of 320,000 active; AID 485298; S. cerevisiae fusion-defective mutant growth rescue, CellTiterGlo 48 h;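 also: potency is read from the fitted curve at half-maximal effect; % of control where 0% means no effect; nearly all actives have a fitted effect of over 45% in size; temperature-sensitive fusion mutants such as fzo1-1 at 37 °C on non-fermentable ethanol glycerol medium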
#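 Growth-rescue viability read-out: after 48 h at the non-permissive 37C in glycerol/ethanol YPEG, yeast mitochondrial fusion mutants are measured by CellTiterGlo luminescence; compounds (23 nl pinned per well) restoring growth score as division inhibitors or fusion activators.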
# USP2a block: USP2a (human) protease inhibition | 0.01% of 330,000 active | USP2 core, Ub-CHOP2 coupled fluorogenic reporter, 485/531 | Potency, µM (top dose mostly 38.3 µM), for the others: at the highest dose activity change, negative = inhibition, most hits filed as inhibitors | O75604;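 also: potency is read from the fitted curve at half-maximal effect; plate controls were DMSO wells for no effect and full inhibition by NEM control for full effect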
#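 USP2 core (10nM final) preincubated 30min RT with compound in 20mM Tris-HCl pH 8.0, 2mM CaCl2, 2mM beta-mercaptoethanol, 0.05% CHAPS; 25nM Ub-CHOP2 plus 25nM reporter substrate added, fluorescence (Ex485/Em531) read after 60min.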
# ELG1 DNA repair: ELG1-dependent DNA repair inhibition; HEK293T ELG1-luciferase reporter, luminescence, 16 h; DNA damage induced by 5-fluorouridine; Potency, µM (top dose mostly 46.1 µM), for the others: at the top dose activity change, negative = inhibition, actives largely listed as inhibitors; 2.3% of 330,000 active; AID 504467; also: potency is read from the fitted curve at half-maximal effect; % is scaled to controls: 0 for no effect and ±100 for the full control effect; nearly all actives have a fitted effect of over 55% in size
#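 Overnight (16 hr) co-exposure of 2,000 cells/well to 5-fluorouridine and compound at 37 °C preceded detection. Luciferase was quantified via ONE-Glo luminescence; loss of signal denotes inhibition.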
# TRPV1 ag: human TRPV1 agonism; activation, % at 8.33 µM; TRPV1-expressing cells, Fluo-8 calcium influx, agonist mode; AID 540275; 0.19% of 320,000 active; in the data active = activation above about 80%; inconclusive = between about 30% and that limit; also: 0% is about no effect
# Target sequence (Q8NER1 whole entry, looked up): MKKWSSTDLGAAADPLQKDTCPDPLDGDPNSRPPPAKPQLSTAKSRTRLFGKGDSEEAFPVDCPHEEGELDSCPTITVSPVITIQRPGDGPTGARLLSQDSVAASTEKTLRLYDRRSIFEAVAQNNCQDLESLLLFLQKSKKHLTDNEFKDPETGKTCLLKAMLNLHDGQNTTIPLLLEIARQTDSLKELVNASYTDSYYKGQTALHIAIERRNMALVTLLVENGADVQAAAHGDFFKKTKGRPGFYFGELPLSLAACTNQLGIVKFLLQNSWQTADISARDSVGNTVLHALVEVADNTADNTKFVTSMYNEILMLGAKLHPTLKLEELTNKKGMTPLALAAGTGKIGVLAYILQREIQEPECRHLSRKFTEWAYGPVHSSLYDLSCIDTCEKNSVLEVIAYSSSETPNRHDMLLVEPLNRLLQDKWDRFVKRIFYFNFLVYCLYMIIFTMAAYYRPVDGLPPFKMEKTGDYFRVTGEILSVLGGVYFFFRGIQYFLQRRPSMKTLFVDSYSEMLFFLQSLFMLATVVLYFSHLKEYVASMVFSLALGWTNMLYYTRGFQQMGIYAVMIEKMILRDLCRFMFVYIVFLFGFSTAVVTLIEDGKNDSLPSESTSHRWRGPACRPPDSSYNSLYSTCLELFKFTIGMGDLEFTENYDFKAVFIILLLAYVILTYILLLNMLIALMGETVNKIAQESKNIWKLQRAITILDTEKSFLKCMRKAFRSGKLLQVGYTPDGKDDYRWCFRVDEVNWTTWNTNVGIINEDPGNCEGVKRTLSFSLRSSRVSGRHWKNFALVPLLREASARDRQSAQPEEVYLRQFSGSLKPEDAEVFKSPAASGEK
#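 Cells expressing TRPV1 were dye-loaded with Fluo-8 and read kinetically: 10 s baseline, 3 min after compound (agonist portion), then 2 min after EC20 capsaicin (allosteric enhancer portion). Calcium-bound dye fluorescence at 480/520 nm.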
# TCR activator: activators of T cell receptors; primary human leukocytes, anti-CD3, IL-2 HTRF, 48 h; Potency, µM (series often up to 9.22 µM), for inactives: at the top dose activation of IL-2 secretion, actives largely listed as activators; 330,000 tested, under 10 active; also: % of control where 0% means no effect
#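 Compounds are tested in HTS on primary human leukocytes co-incubated with a-CD3 beads for 48 hr. IL-2 output is measured by time-resolved FRET.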
# KCNH2 3.1 block: inhibitors of human KCNH2 3.1 potassium channel isoform. U2OS KCNH2 3.1, thallium flux FluxOr; active compounds read low. activity change, % (tested at about 1.8 µM). 0.95% of 340,000 active. AID 720553;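 active = maximum activity change below -70%; inconclusive = maximum activity change from -70% to -50%; inactive = maximum activity change above -50%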;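 also: thallium influx rate constant from kinetic fluorescence after stimulation buffer; % is scaled to controls: 0 for no effect and ±100 for the full control effect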
#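 Virally transduced U2OS (3.1 isoform, 4 h infection in dark at RT) → overnight 37 C → FluxOr + Red40 in HBSS/HEPES, 45 min → stimulation buffer, 2 min kinetic read → rate constant vs DMSO controls.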
# AT treatment: candidate therapy for ataxia-telangiectasia | […] A-T fibroblasts, KAP-1 phosphorylation AlphaLISA; neocarzinostatin DNA damage 30 min before lysis | Potency, µM (titrated, usually from 57.5 µM), inactives show top-dose activation, usual class: activators | 0.19% of 320,000 active | AID 485349; also: potency is read from the fitted curve at half-maximal effect; % of control where 0% means no effect; nearly all actives have a fitted effect of over 45% in size
#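 ATM-like activity read as KAP-1 phosphorylation via AlphaLISA donor/acceptor antibody pairs after lysis and 6 hr at 25C. Cells were ATM-null patient fibroblasts ([…], hTERT), dosed 60 min, then exposed to the DSB inducer NCS for 30 min.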
# hERG WT inh: blocks the wildtype human KCNH2 potassium channel; 0.37% of 340,000 active; U2OS, BacMam KCNH2, thallium flux FluxOr; active compounds read low; AID 720551; activity change, % at 1.84 µM; Q12809;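 active = maximum activity change below -70%; inconclusive = maximum activity change between -70% and -50%; inactive = maximum activity change above -50%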; also: % is scaled to controls: 0 for no effect and ±100 for the full control effect
#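 U2OS cells were transduced with wild-type KCNH2 virus (2.03 x 10^8 / mL) for 4 h at room temperature, then cultured overnight at 37 C. Thallium flux was read with FluxOr dye. Rate constants were normalized to DMSO controls.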
# TSHR antag: antagonists of human thyroid stimulating hormone receptor; TSHR-expressing cells, TSH-stimulated cAMP HTRF, 2 h; active compounds read low; activity change, negative = inhibition, % at 11.5 µM; 0.2% of 330,000 active;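 active = activity change below a set negative limit, meaning inhibition stronger than a set level, cut at about -70% in these data; inconclusive = activity change between two set negative limits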; also: % is scaled to controls: 0 for no effect and ±100 for the full control effect
#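 Freshly harvested TSHR cells receive pin-tooled compound, then EC80 TSH at 4nM final. After 2 hours at 37 deg C, antibody in lysis buffer and cAMP-d2 are added; 30 minutes at ambient temperature precede the HTRF read.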
# Eya2 phos inh: Eya2 (human) phosphatase inhibition; recombinant Eya2, OMFP fluorescence dephosphorylation (OMFP is methylfluorescein phosphate); Potency, µM (highest dose often 76.9 µM), for inactives: top-dose activity, negative = inhibition, hits mostly inhibitors; 0.006% of 330,000 active; AID 488837; also: potency is read from the fitted curve at half-maximal effect; % is scaled to controls: 0 for no effect and ±100 for the full control effect
#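 Eya2 protein (added as 0.2 uM solution) was preincubated with compound for 10 min at ambient temperature in 50 mM HEPES pH 7.5, 50 mM NaCl, 5 uM MgCl2, 0.05% BSA, 1 mM DTT. OMFP (added at 50 uM) then reacted 10 min; fluorescence read at 485/525 nm.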
# * marks the source's active call; other numbers are inactive results; ? = inconclusive; · = not tested or not shown; & = joins results of further samples; [ ] = remark or other dose. Unless noted, calls follow the shape of the dose curve; as a rule, active = well fitted curve in the direction sought with a large enough effect; inconclusive = small, poorly fitted or top-dose-only effect, or another doubt; inactive = no such curve, though single readings can be large; an effect the other way counts as inactive or inconclusive. Some of the compounds tested; the hit share may differ from the screen's.
SMILES,Mito fusion yeast,USP2a block,ELG1 DNA repair,TRPV1 ag,TCR activator,KCNH2 3.1 block,AT treatment,hERG WT inh,TSHR antag,Eya2 phos inh
CCc1ccc(O)c(-c2cc(C(=O)Nc3cccnc3)[nH]n2)c1,4%,-2%,?,0,9%,11,-13%,1,-5,9%
CCOC(=O)C1=C(C)NC(C)=C(C(=O)OCC)C1C,2%&26%,1%&1%,7%&-19%,3&0,-2%,2,3%&-7%,-15,-6&-7,2%&5%
COc1ccc2cc(CN(C(=O)Nc3ccccc3OC)C3CCCC3)c(=O)[nH]c2c1,24%,-8%,?,1,0%,-27,11%,-5,-5,-6%
COc1ccc(NC(=O)CS(=O)CC(=O)Nc2cccc3cccnc23)cc1 (stereo not drawn),1%,3%,-1%,1,-3%,12,-3%,-6,-4,0%
O=C(CSc1nc2ccccc2[nH]1)c1ccc2c(c1)OCO2,1%,-1%,?,?,0%,-4,-1%,-15,1,-11%
COCCn1c(SCC(=O)NCc2ccccc2)nc2ccccc21,-4%,0%,-4%,11,1%,3,-3%,8,-1,-4%
COc1cc(C(C(=O)NC2CCCC2)N(C(=O)Cc2cccs2)C2CC2)cc(OC)c1OC (stereo not drawn),-7%,-1%,-12%,10,-10%,6,16%,-6,-8,9%
Cc1ccc(-n2c(=O)[nH]cc(C(=O)N3CCc4ccccc43)c2=O)cc1,1%,0%,-2%,-2,·,-5,6%,-8,-25,7%
CCCn1c(=O)c2c(c3ccccc31)OCC(=O)N2,0%,4%,8%,0,0%,16,0%,1,0,-24%
N#CCCn1cc(C=O)c(-c2cccs2)n1,6%,0%,10%,1,-2%,-2,1%,-6,-2,-30%
C/C(=N/NC(=O)c1ccccn1)c1ccncc1,0%,0%,?,0,-1%,-3,3%,-1,16,3%
CCOC(=O)N1CCN(C(=O)CNCc2cccs2)CC1,2%,1%,23%,·,2%,8,-7%,0,-6,-3%

# Full records from above:
# `N#CCCn1cc(C=O)c(-c2cccs2)n1` in the list: Mito fusion yeast = 6%; USP2a block = 0%; ELG1 DNA repair = 10%; TRPV1 ag = 1; TCR activator = -2%; KCNH2 3.1 block = -2; AT treatment = 1%; hERG WT inh = -6; TSHR antag = -2; Eya2 phos inh = -30%
# `COCCn1c(SCC(=O)NCc2ccccc2)nc2ccccc21` in the list: Mito fusion yeast = -4%; USP2a block = 0%; ELG1 DNA repair = -4%; TRPV1 ag = 11; TCR activator = 1%; KCNH2 3.1 block = 3; AT treatment = -3%; hERG WT inh = 8; TSHR antag = -1; Eya2 phos inh = -4%

# Among those listed so far, 3 have an aryl methoxy group:
SMILES,Mito fusion yeast,USP2a block,ELG1 DNA repair,TRPV1 ag,TCR activator,KCNH2 3.1 block,AT treatment,hERG WT inh,TSHR antag,Eya2 phos inh
COc1ccc2cc(CN(C(=O)Nc3ccccc3OC)C3CCCC3)c(=O)[nH]c2c1,24%,-8%,?,1,0%,-27,11%,-5,-5,-6%
COc1ccc(NC(=O)CS(=O)CC(=O)Nc2cccc3cccnc23)cc1 (stereo not drawn),1%,3%,-1%,1,-3%,12,-3%,-6,-4,0%
COc1cc(C(C(=O)NC2CCCC2)N(C(=O)Cc2cccs2)C2CC2)cc(OC)c1OC (stereo not drawn),-7%,-1%,-12%,10,-10%,6,16%,-6,-8,9%

# (listing goes on)
SMILES,Mito fusion yeast,USP2a block,ELG1 DNA repair,TRPV1 ag,TCR activator,KCNH2 3.1 block,AT treatment,hERG WT inh,TSHR antag,Eya2 phos inh
N#CC1=C(N)OC2=C(CCc3ccccc32)C1c1ccccc1 (stereo not drawn),?,1%,?,-1,0%[46.1 µM],7,3%,-8,-23,-34%
CCSc1nnc(NC(=O)c2cccs2)s1,11%,0%,?,0,-1%,1,19%,-23,-7,-13%
Oc1ccc(Br)cc1/C=N/n1c(C2CCCCC2)n[nH]c1=S,-2%,-17%,?,2,9%,1,-14%,-4,-9,-12%
O=C(Nc1ccccc1C(=O)N1CCCCCC1)c1ccccc1,-4%,5%,?,·,-7%,1,6%,-3,-5,-12%
CCCCNC(=O)[C@@H]1CSC2c3ccccc3C(=O)N21 (stereo partly drawn),-4%,0%,3%,3,11%,6,27%,5,1,2%
CC(=O)Nc1ccc(NC(=O)C(C)OC(=O)C2CC3C=CC2C3)cc1 (stereo not drawn),0%,2%,3%,1,2%[46.1 µM],8,3%,9,-1,-8%
O=C(Nc1nccs1)c1cccc(NC(=O)c2ccco2)c1,-1%,0%,23µM*,-1,-2%[46.1 µM],-7,·,-19,5,4%
CCCn1c(=S)[nH]c2ccc(C(F)(F)F)cc21,-1%,-2%,-1%,-2,0%,23,1%,6,23,-15%
O=C(c1ccccc1)c1ccc(OCC(O)CN2CCCC2)cc1 (stereo not drawn),2%,1%,-15%,-7,-2%,-10,-4%,10,17,-1%
Clc1cccc(CSc2nnc(-c3cccnc3)n2Cc2ccco2)c1,0%,0%,-16%,-1,-4%,-5,-9%,-5,-2,-8%
COc1cc(-c2nnco2)cc(OC)c1OC,0%,1%,1%,-2,·,3,-3%,-6,-2,3%
O=C(NCCNc1ccccc1[N+](=O)[O-])c1cc(F)c(F)cc1Cl,3%,-1%,?,2,-6%,4,-10%,2,3,-16%
Cc1cc(-c2n[nH]c(=S)n2-c2ccc(C)c(C)c2)no1,·,4%,-5%,1,0%[46.1 µM],5,2%,-3,-29,0%
Cc1noc(C)c1COc1ccccc1C(=O)N1CCN(S(=O)(=O)c2cccc([N+](=O)[O-])c2)CC1,0%,-1%,0%,0,0%,2,-7%,12,-11,0%
Cc1cc(S(=O)(=O)N2CCN(CC(=O)NC(C)(C#N)C3CC3)CC2)ccc1Br (stereo not drawn),4%,4%,-6%,1,-3%,-19,-1%,-7,-5,-32%
CN1CCN(C(CNC(=O)C(=O)Nc2ccc3c(c2)OCO3)c2ccc(F)cc2)CC1 (stereo not drawn),-15%,0%,1%,4,3%,-4,-6%,16,-3,-8%
CCC1CCCCN1CCCNC(=O)CNC(=O)c1nn(-c2ccc(OC)cc2)c(=O)c2ccccc12 (stereo not drawn),1%,0%,9%,0,-3%,8,2%,9,2,-11%
O=C(N/N=C/c1ccc2cccnc2c1)c1nc2ccccc2c(=O)[nH]1,1%,2%,?,3,-4%,-4,4%,6,-4,-29%
Nn1c(SCC(=O)Nc2ccccc2)nnc1C1CCCCC1,-6%,-1%,12%,-2,-3%,10,15%,-17,-17,-7%
CCCCC1(C)NC(=O)c2c(C)sc(C(=O)OCC)c2N1 (stereo not drawn),-19%,1%,-14%,22,-7%,-2,2%,1,4,-3%
O=C(Cn1nnc(-c2ccccc2)n1)NC(=O)NC1CCCC1,0%,-2%,4%,2,-5%,13,4%,0,3,-18%
CC(C)CN(C(=O)C1CC1)C1CCS(=O)(=O)C1 (stereo not drawn),-5%,-1%,8%,-4,-1%,-31,-2%,4,-8,3%
Cc1ccc2nsnc2c1NC(=O)c1ccc(-c2cc(Cl)ccc2Cl)o1,0%,2%,?,0,1%,-39,-7%,?,1,25%
Cc1c(-c2ccccc2)nc2ccccc2c1C(=O)Nc1ccncc1,1%,-4%,4%,27,5%,-26,-3%,4,-13,-1%
O=C(O)CCN1CCc2ccccc21,5%,3%,4%,-3,·,1,6%,-2,-5,4%

# Screening data: PubChem, National Center for Advancing Translational Sciences (NCATS)
